Bioassay records deposited in PubChem by The Scripps Research Institute Molecular Screening Center.
rat GALR2 ag = agonists of rat galanin receptor 2 (GALR2). O08726. cell-based GALR2 agonist screen. activation, % at 10 µM. 16,000 tested, 0.5% active. AID 833; in the data active = activation above about 15%
Luminol counter = luminol signal inhibition, Nox1 inhibitor counter-screen; 16,000 tested, 0.4% active; AID 1823; inhibition, % at 6.7 µM; HRP/luminol/H2O2 chemiluminescence counterscreen; note: reference of the scale not given here
PME-1 Maybridge = PME-1 (human) inhibition, Maybridge primary screen. Q9Y570. recombinant PME-1, FP-Rh probe fluorescence polarization. inhibition, % at 9 µM. 16,000 tested, 0.5% active. AID 2291; in the data active = inhibition above about 30%
Target sequence (Q9Y570 whole entry, looked up): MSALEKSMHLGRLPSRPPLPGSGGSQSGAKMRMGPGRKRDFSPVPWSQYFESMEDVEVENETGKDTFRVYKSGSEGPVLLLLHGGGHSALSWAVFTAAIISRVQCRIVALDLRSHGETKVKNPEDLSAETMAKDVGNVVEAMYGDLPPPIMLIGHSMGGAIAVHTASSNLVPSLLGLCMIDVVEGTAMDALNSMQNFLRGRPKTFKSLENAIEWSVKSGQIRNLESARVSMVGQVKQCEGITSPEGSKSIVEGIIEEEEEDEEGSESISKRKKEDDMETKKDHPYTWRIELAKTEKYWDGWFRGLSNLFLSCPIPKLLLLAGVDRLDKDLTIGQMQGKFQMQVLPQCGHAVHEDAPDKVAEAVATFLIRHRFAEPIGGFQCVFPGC
S1P1 ag = S1P1 (human) receptor agonism; P21453; activation, % at 4.5 µM; 16,000 tested, 1.5% active; AID 1044; S1P1 agonist cell-based reporter assay; in the data active = activation above about 80%
Target sequence (P21453 whole entry, looked up): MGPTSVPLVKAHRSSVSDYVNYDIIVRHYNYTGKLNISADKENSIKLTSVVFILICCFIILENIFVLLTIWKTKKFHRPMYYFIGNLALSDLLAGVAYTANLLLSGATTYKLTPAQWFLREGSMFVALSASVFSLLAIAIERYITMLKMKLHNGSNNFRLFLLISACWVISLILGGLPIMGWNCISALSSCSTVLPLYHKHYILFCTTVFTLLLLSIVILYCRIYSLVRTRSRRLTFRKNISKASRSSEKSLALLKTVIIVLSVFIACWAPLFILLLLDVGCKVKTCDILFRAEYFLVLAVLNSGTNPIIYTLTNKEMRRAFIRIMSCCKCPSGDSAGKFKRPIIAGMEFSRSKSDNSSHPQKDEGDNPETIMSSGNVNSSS
Nox1 inh = inhibitors of human NADPH oxidase 1 (Nox1); inhibition, % at 6.7 µM; HT29 cells, luminol chemiluminescence ROS; AID 1792; 16,000 tested, 0.81% active; Q9Y5S8
OPRK1 antag MB = blocks the human kappa opioid receptor, Maybridge compounds. P41145. OPRK1 cells, antagonist mode, fluorescence readout. inhibition, % at 9 µM. 16,000 tested, 0.4% active. AID 652031; in the data active = inhibition above about 50%
NOTCH agonist = activates NOTCH signaling in reporter cells; NOTCH signaling luciferase reporter cells, luminescence; activation, % at 2.5 µM; 15,000 tested, 0.4% active; in the data active = activation above about 2.2%
TLR4 MyD88 blk = inhibitors of human TLR4-MyD88 binding; O00206; inhibition, % at 10 µM; 16,000 tested, 0.06% active; Cell-based TLR4-MyD88 binding inhibition assay; in the data active = inhibition above about 45%
Active calls of the source: *; / = no result given. Cut-off read from the data, not from the text of the source, unless noted: active = inhibition above about 75%; inactive = the rest.

Sequence of screens – rat GALR2 ag, Luminol counter, PME-1 Maybridge, S1P1 ag, Nox1 inh, OPRK1 antag MB, NOTCH agonist, TLR4 MyD88 blk
1: O=C(CSCCS(=O)(=O)c1ccc(Cl)cc1)N1CCOCC1
→ -6, -5, 3, 3, -25, 11, -1.4, 8
2: CS/C(=C(/C#N)S(=O)(=O)c1ccc(Cl)cc1)N1CCOCC1
→ -4, -2, 0, 11, 2, 19, -0.1, 5
3: CC1(C)CCc2cc(-c3ccn[nH]3)ccc2O1
→ -1, 4, -2, -3, -40, 13, -0.6, -7
4: CC(=O)c1c(C)cc2cc(C)cc(O)c2c1O
→ -8, 1, -2, 2, -3, 12, /, 8
5: CSc1nc2nccc(NC(=O)c3cccc(C)c3)n2n1
→ -5, -8, 7, 2, -24, -3, -0.1, -10
6: CN(C)c1ccc(/C=C(\C#N)C(=O)c2cccs2)cc1
→ -5, 8, -1, 1, -11, 0, 0.3, 7
7: O=C1/C(=C/c2ccccc2)CC/C1=C\c1ccccc1
→ -8, 2, -4, 18, 3, -11, 1.1, 0
8: COc1ccc(CCNC(=O)c2ccc3nccnc3c2)cc1OC
→ -4, -1, 4, -23, -27, 6, -0.9, 1
9: CCCn1c(=O)c(-c2noc(-c3ccc(Cl)cc3)n2)nn(-c2ccccc2)c1=O
→ 1, -6, 1, 2, -9, -3, 0.1, 2
10: c1ccc(-c2ccccc2NC2=NCCS2)cc1
→ -7, 1, 3, 0, -44, -23, -0.7, 4
11: O=C(c1ccc(Cl)cc1)N1CCS(=NS(=O)(=O)c2ccc(Cl)cc2)CC1
→ -4, -1, 3, -10, -41, -8, 0.0, 1
12: COc1ccc(C(C)=O)cc1CSc1nc2ccc(C(F)(F)F)cc2[nH]1
→ -9, 0, -20, -14, 3, -43, 0.6, -4
13: CCOC(=O)CSc1nc(-c2ccccc2)cn1-c1ccccc1
→ -6, -3, 14, -47, 9, 1, -0.5, -10
14: O=c1c2cnn(-c3ccccc3)c2cnn1-c1ccccc1
→ -5, -2, 2, -6, -53, 4, -0.3, 4
15: CC1CC(=O)N(c2ccc(OC(F)(F)F)cc2)C1=O (stereo unspecified)
→ -5, 0, 3, -7, -15, 2, -5.5, -1
16: O=C(/C=C/c1ccccc1)NC(=S)NNC(=O)Cn1nnc(N2CCCCC2)n1
→ 7, 6, 7, 10, 32, 7, 0.0, 9
17: S=c1[nH]nc(Cc2ccccc2)n1Cc1ccccc1
→ -8, 6, 1, -10, -9, -14, -0.4, 8
18: Cc1nc(-c2ccccc2)sc1C(=O)Oc1ccccc1N1CCOCC1
→ -7, -5, 6, 10, 30, -4, -0.5, -4
19: N#C/C(=C\c1ccco1)C(=O)c1cccc(C(F)(F)F)c1
→ -5, -4, 4, 21, 19, 27, -0.3, 1
20: O=C(Nc1ccc(Cl)cc1)Nc1csc([N+](=O)[O-])c1
→ -10, 5, -17, 52, 46, 40, -1.6, -20
21: Cc1cc2cc([N+](=O)[O-])ccc2[nH]1
→ -7, 4, -1, -13, -8, -3, -0.2, 0
22: CN1C2=NCCN2C(=O)c2cc(Cl)ccc21
→ -5, -1, 2, -32, -67, -4, -1.0, -6
23: CCOC(=O)N1CCCN=C1SC
→ -5, -2, 3, -21, -52, -8, -0.4, 8
24: N/C(CC1CC1(Cl)Cl)=N\OC(=O)c1ccccc1Cl (stereo unspecified)
→ -10, 1, 0, 28, -58, -16, -1.4, 1
25: O=C(O)c1ccccc1-c1ccccc1C(=O)O
→ 0, 0, 2, -3, -20, 19, 0.1, 3
26: Cc1csc(NS(=O)(=O)c2ccc(Cl)cc2)c1-c1nc2ccccc2s1
→ -10, 0, -5, 74, 7, -6, 0.2, -6
27: CCOC(=O)NC(NCc1cccnc1)(C(F)(F)F)C(F)(F)F
→ -7, -6, 6, 5, 17, 0, 0.3, -11
28: Cc1ccc(Sc2ncccc2-c2nnc(C3CC3)o2)cc1
→ -5, -8, 5, -9, 6, -4, 0.0, -4
29: COC(=O)c1sc2nccnc2c1N/C=C(\C#N)C(=O)c1ccc(Cl)cc1
→ -3, -5, 1, -14, -2, 8, -0.4, 2
30: O=S(=O)(NCc1ccccn1)c1ccc(S(=O)(=O)c2ncc(C(F)(F)F)cc2Cl)s1
→ -4, 1, -2, 31, 2, -32, 0.1, 2

The last 2 compounds of the part before come first, to join the parts:
Sequence of screens – rat GALR2 ag, Luminol counter, PME-1 Maybridge, S1P1 ag, Nox1 inh, OPRK1 antag MB, NOTCH agonist, TLR4 MyD88 blk
29: COC(=O)c1sc2nccnc2c1N/C=C(\C#N)C(=O)c1ccc(Cl)cc1
→ -3, -5, 1, -14, -2, 8, -0.4, 2
30: O=S(=O)(NCc1ccccn1)c1ccc(S(=O)(=O)c2ncc(C(F)(F)F)cc2Cl)s1
→ -4, 1, -2, 31, 2, -32, 0.1, 2
31: Cc1ccc(S(=O)(=O)N/N=C/c2cccs2)cc1
→ -8, 14, -1, -6, -3, 31, 0.7, -1
32: CCOC(=O)C1=C(O)C(=O)N(C2CCCCC2)C1
→ -7, 13, 4, -4, -76, -9, -0.7, 0
33: O=S(=O)(NCc1ccc2c(c1)OCO2)c1ccc2c(c1)OCC2
→ -3, -3, 5, 1, 12, -3, 0.3, -66
34: N#C/C(N)=C(/C#N)N=Cc1ccccc1Sc1ccc(Cl)cc1
→ -6, -5, -11, 22, 0, -3, -0.8, 2
35: O=S(=O)(c1cccc(C(F)(F)F)c1)N(Cc1ccc2c(c1)OCO2)c1ccc(F)cc1
→ -10, -6, 7, 20, -4, 6, -0.7, -5
36: O=C(COc1ccc(SC(F)(F)F)cc1)NNC(=O)Nc1ccc(Cl)cc1
→ -5, 2, -37, -15, -47, -2, -0.2, 2
37: CCOc1cc(OCC)c(/C=N/O)c(OCC)c1
→ -6, 0, 2, 1, -28, -4, -0.2, -10
38: COC12CCC(CC1)C(O)(C#N)C2 (stereo unspecified)
→ -6, 0, 1, -6, -30, 4, 0.3, 7
39: CCn1nc(C)cc1C(=O)NNC(=S)Nc1ccccc1
→ -3, -27, -1, -30, -58, 17, -0.2, 5
40: Cn1c(SCC(=O)c2ccc(Cl)cc2)nnc1C(F)(F)F
→ -5, 10, 1, -9, 3, 7, 0.4, 1
41: N#Cc1c(-c2cccnc2)[nH]c(=S)[nH]c1=O
→ -5, 6, 2, -3, -7, 5, -6.0, 1
42: Cc1onc(-c2ccccc2)c1C(=O)Nc1ccc2[nH]ccc2c1
→ -5, 2, -1, -4, -28, 2, -0.6, 2
43: CN(C)c1nc(-c2ccccc2)nc(-c2ccccc2)c1C#N
→ -8, -2, 3, -1, -88, -5, -0.1, 6
44: Fc1ccc2[nH]cc(CCCN3CCN(c4nc5cc(Cl)ccc5s4)CC3)c2c1
→ -8, 2, -5, 75, -56, 7, -0.8, -5
45: Clc1ccc(-c2ccnc3nncn23)cc1
→ -7, -1, 1, 4, -15, 4, 0.2, 2
46: Cc1cc(N=CN(C)C)c2ccccc2n1
→ -4, 2, -3, 16, -79, 14, -0.5, 12
47: CSc1cccc(NC(=O)c2ccccc2F)c1
→ -5, -2, 2, 9, -18, 1, -4.9, 5
48: O=C(c1cc(C(F)(F)F)cc(C(F)(F)F)c1)N1CCC(O)(c2ccc(Cl)cc2)CC1
→ -6, -2, 2, 2, 7, -17, -0.3, -3
49: Cc1oc(S(=O)(=O)N2CCCC2)cc1C(=O)NCc1ccc2c(c1)OCO2
→ -7, 3, 0, 8, -47, 4, -0.8, -8
50: CCCNc1c(NCCC)c(=O)c1=O
→ -7, -2, 2, -16, -30, 14, -0.7, -1
51: Cc1cc(C)cc(NC(=O)Nc2ccc(CC#N)cc2)c1
→ -7, 3, -4, 8, -49, 11, -0.2, 1
52: Cc1ccc(I)cc1[N+](=O)[O-]
→ -6, -4, 3, -1, -14, 19, -0.4, -2
53: O=C(OCCc1ccccc1/C=C\[N+](=O)[O-])c1ccc(F)cc1
→ -7, -6, 8, 10, 24, -8, -0.5, -10
54: O=c1[nH]c(CN2CCOCC2)nc2ccccc12
→ -7, 0, 1, 0, -42, 5, -0.4, 7
55: C/C(=C1\N=C(c2ccccc2)OC1=O)N(C)C
→ -4, 26, -5, -2, -60, -5, 0.1, 2
56: O=C(Nn1cnnc1)c1c(F)cccc1F
→ -6, 1, 0, -16, -25, 12, -5.5, -3
57: CCOC(F)(C(N)=O)C(F)(F)F (stereo unspecified)
→ -5, 2, 2, 1, -55, 27, -0.3, 6
58: O=[N+]([O-])c1cccc(-c2noc(-c3sc4ccccc4c3Cl)n2)c1
→ -5, -5, 4, -1, 5, 11, -0.1, -11
59: CN(C)c1ccc(C2CC(=O)c3ccccc3N2)cc1 (stereo unspecified)
→ -7, 2, -3, 24, -8, 6, -0.4, -5
60: CCOC(=O)c1cc(Sc2ccccc2NC(=O)c2cccs2)cc(C(=O)OCC)n1
→ -4, 1, -2, -9, -32, -9, 0.1, -13

Only S1P1 ag, Nox1 inh and Luminol counter (6 entries from above):
nr | SMILES | S1P1 ag | Nox1 inh | Luminol counter
36 | O=C(COc1ccc(SC(F)(F)F)cc1)NNC(=O)Nc1ccc(Cl)cc1 | -15 | -47 | 2
37 | CCOc1cc(OCC)c(/C=N/O)c(OCC)c1 | 1 | -28 | 0
38 | COC12CCC(CC1)C(O)(C#N)C2 (stereo unspecified) | -6 | -30 | 0
39 | CCn1nc(C)cc1C(=O)NNC(=S)Nc1ccccc1 | -30 | -58 | -27
40 | Cn1c(SCC(=O)c2ccc(Cl)cc2)nnc1C(F)(F)F | -9 | 3 | 10
41 | N#Cc1c(-c2cccnc2)[nH]c(=S)[nH]c1=O | -3 | -7 | 6

Next records
Sequence of screens – rat GALR2 ag, Luminol counter, PME-1 Maybridge, S1P1 ag, Nox1 inh, OPRK1 antag MB, NOTCH agonist, TLR4 MyD88 blk
61: O=C(OCc1ccco1)c1sc2sccc2c1Cl
→ -6, 2, -3, 18, -27, 14, -0.1, 8
62: O=C(NNC(=O)c1cccc2ccccc12)c1ccc2nsnc2c1
→ -5, 3, -2, 10, -40, 5, -0.1, 9
63: COc1ccc(-c2cn(C(=O)c3ccc(Cl)cc3)nc2C)cc1
→ -5, 0, 1, 1, -42, 18, -0.7, 9
64: Cc1ccc(Nc2nc3ccccc3s2)cc1Cl
→ -5, -7, -5, -1, 3, 12, -0.2, -6
65: O=[N+]([O-])c1ccc(CSc2ccccc2)cc1
→ -3, 1, -6, -7, -25, 10, 0.0, -3
66: CCCCN(C)S(=O)(=O)c1cccc2c(N)cccc12
→ -10, -3, 5, 9, -19, 6, -0.5, -2
67: O=C1N[C@H]2OC(C(O)CO)[C@H](O)[C@H]2O1 (stereo partly specified)
→ -10, 1, -2, -21, -62, -9, /, -2

Compound profiles, as listed above.
O=c1c2cnn(-c3ccccc3)c2cnn1-c1ccccc1 reads rat GALR2 ag: -5; Luminol counter: -2; PME-1 Maybridge: 2; S1P1 ag: -6; Nox1 inh: -53; OPRK1 antag MB: 4; NOTCH agonist: -0.3; TLR4 MyD88 blk: 4
Cc1oc(S(=O)(=O)N2CCCC2)cc1C(=O)NCc1ccc2c(c1)OCO2 reads rat GALR2 ag: -7; Luminol counter: 3; PME-1 Maybridge: 0; S1P1 ag: 8; Nox1 inh: -47; OPRK1 antag MB: 4; NOTCH agonist: -0.8; TLR4 MyD88 blk: -8
CC1(C)CCc2cc(-c3ccn[nH]3)ccc2O1 reads rat GALR2 ag: -1; Luminol counter: 4; PME-1 Maybridge: -2; S1P1 ag: -3; Nox1 inh: -40; OPRK1 antag MB: 13; NOTCH agonist: -0.6; TLR4 MyD88 blk: -7
